BoNT A protease = blocks Botulinum neurotoxin A light chain protease; AID 588499; 360,000 tested, 0.17% active; inhibition, % at 10 µM; multiplex microsphere protease substrate cleavage, flow cytometry; further: plate controls were buffer without enzyme for full effect and enzyme alone for no effect
CCHFV vOTU inh = blocks the CCHF virus ovarian tumor domain protease; inhibition, % at 11.5 µM; 370,000 tested, 0.55% active; CCHFV vOTU protease, Pep-AMC fluorescence; in the data active means inhibition above about 30%; further: 0% = vehicle wells with enzyme and 100% = no enzyme wells
Anthrax LF inh2 = blocks Bacillus anthracis lethal factor protease; multiplex microsphere protease cleavage assay, LF; P15917; inhibition, % at 10 µM; 360,000 tested, 0.12% active; further: plate controls were buffer without enzyme for full effect and enzyme alone for no effect
VHR inh abs = DUSP3 (human) phosphatase inhibition. P51452. recombinant VHR phosphatase, pNPP absorbance. inhibition, % at 13.3 µM. 290,000 tested, 0.52% active; in the data active means inhibition above about 50%; further: some compounds called inactive have numbers as strong as hits
Target sequence (P51452 whole entry, looked up): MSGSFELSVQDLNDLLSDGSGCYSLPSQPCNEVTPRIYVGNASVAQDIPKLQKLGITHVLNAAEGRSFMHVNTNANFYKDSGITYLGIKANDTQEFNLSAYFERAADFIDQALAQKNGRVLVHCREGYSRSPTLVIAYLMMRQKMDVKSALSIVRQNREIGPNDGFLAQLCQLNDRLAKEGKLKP
PriA SSB inh = inhibitors of Klebsiella pneumoniae PriA binding to SSB C-terminal tail; AlphaScreen SSBct-PriA binding, biotinylated peptide; inhibition, % at 33 µM; 430,000 tested, 0.6% active; AID 1272365; in the data active means inhibition mostly above about 37%, no sharp cut-off; inactive means mostly below about 20%;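 further: plate controls were negative control peptide for no effect and reference peptide for full effect; strong numbers were not always called active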
BoNT F protease = BoNT F light chain protease inhibition; Multiplex microsphere protease cleavage assay, flow cytometry; inhibition, % at 10 µM; 360,000 tested, 0.22% active; AID 588497; in the data active means inhibition above about 35%, passing the limit was not always enough; inconclusive means no clear call, values can overlap the other calls; further: plate controls were buffer without enzyme for full effect and enzyme alone for no effect
MazF activator = activators of E. coli MazEF toxin-antitoxin RNase; 350,000 tested, 0.32% active; FAM/BHQ RNA-DNA oligo cleavage fluorescence, 5 h; P0AE70; activation, % at 20 µM; in the data active means activation above about 50%
Target sequence (P0AE70 whole entry, looked up): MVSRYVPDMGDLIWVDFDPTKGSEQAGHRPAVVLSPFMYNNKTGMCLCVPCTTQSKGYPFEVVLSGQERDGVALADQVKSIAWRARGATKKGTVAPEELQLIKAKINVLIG
PrPC TRFRET = reduces human prion protein on the cell surface. cell surface PrPC, TR-FRET read-out. 370,000 tested, 0.43% active. P04156. inhibition, % at 13.8 µM. AID 720596; in the data active means inhibition above about 24%; further: 0% = median of the test wells and 100% = reference compound wells
Rv3671c inh = inhibits the M. tuberculosis serine protease Rv3671c; P9WHR9; inhibition, % at 5.96 µM; 320,000 tested, 0.048% active; AID 2606; in the data active means inhibition above about 38%;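 further: extracellular domain of Rv3671c used as enzyme; 0% = enzyme with DMSO and 100% = no enzyme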
Target sequence (P9WHR9 whole entry, looked up, the tested form may be a part): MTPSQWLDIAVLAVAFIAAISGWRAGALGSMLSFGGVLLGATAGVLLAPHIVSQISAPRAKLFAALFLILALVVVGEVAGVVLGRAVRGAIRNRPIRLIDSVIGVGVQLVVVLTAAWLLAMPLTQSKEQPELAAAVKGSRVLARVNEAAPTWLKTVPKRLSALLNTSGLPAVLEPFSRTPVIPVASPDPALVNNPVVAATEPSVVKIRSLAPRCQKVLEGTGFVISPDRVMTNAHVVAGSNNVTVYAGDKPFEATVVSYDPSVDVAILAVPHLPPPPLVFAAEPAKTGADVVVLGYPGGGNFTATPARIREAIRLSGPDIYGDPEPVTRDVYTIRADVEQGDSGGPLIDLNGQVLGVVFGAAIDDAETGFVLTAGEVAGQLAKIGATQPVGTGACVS
3CLpro inhibitor = SARS-CoV 3CLpro protease inhibition; inhibition, % at 6 µM; 290,000 tested, 0.14% active; recombinant SARS-CoV 3CLpro, quenched FRET peptide cleavage; AID 1706; P0C6X7; in the data active means inhibition above about 12%
* hit, by the source's call. Unless noted, no stated cut-off is given here; in the data, active means inhibition above about 30%; inconclusive means no clear call, values can overlap the other calls; inactive means below that.

Results for CCCC(=O)Nc1c(-c2ccc(OC)cc2)c(=O)c2ccccc2n1C ?
BoNT A protease: -0.1; CCHFV vOTU inh: -14; Anthrax LF inh2: -4; VHR inh abs: 15; PriA SSB inh: -14; BoNT F protease: -3; MazF activator: 4; PrPC TRFRET: -8; Rv3671c inh: 1; 3CLpro inhibitor: 6

What do the screens show for `N#C/C(=C\C1=C(N2CCOCC2)C(=C\c2ccc(Cl)cc2)/CC1)C(=O)Nc1ccccc1F`?
BoNT A protease: 1.0; CCHFV vOTU inh: -11; Anthrax LF inh2: 2; VHR inh abs: 4; PriA SSB inh: 17; BoNT F protease: -6; MazF activator: -12; PrPC TRFRET: -5; Rv3671c inh: -50; 3CLpro inhibitor: 3

How did CC(C)C[C@H](NC(=O)c1[nH]cnc1C(=O)N[C@@H](C)C(=O)OCc1ccccc1)C(=O)OCc1ccccc1 do in these assays?
BoNT A protease: -0.7; CCHFV vOTU inh: 18; Anthrax LF inh2: 1; PriA SSB inh: 2; BoNT F protease: -6; MazF activator: -2; PrPC TRFRET: 7; Rv3671c inh: -24

What do the screens show for `c1ccc(Oc2ccc(-c3ccnc4ncnn34)cc2)cc1`?
BoNT A protease: -0.5; CCHFV vOTU inh: 1; Anthrax LF inh2: 2; VHR inh abs: -17; PriA SSB inh: -3; BoNT F protease: -2; MazF activator: -2; PrPC TRFRET: 9; Rv3671c inh: 7; 3CLpro inhibitor: -5

Results for COc1ccc(CC(=O)Nc2ccc3nc(C)sc3c2)cc1OC ?
BoNT A protease: -0.3; CCHFV vOTU inh: 0; Anthrax LF inh2: -2; VHR inh abs: 13; PriA SSB inh: -5; BoNT F protease: -1; MazF activator: 0; PrPC TRFRET: 6; Rv3671c inh: -7; 3CLpro inhibitor: 6

What do the screens show for `O=C(NCC(c1ccco1)N1CCCC1)c1cccc(NS(=O)(=O)c2ccccc2)c1` (centres undefined)?
BoNT A protease: -8.6; CCHFV vOTU inh: -3; Anthrax LF inh2: -4; PriA SSB inh: -11; BoNT F protease: -8; MazF activator: -6; PrPC TRFRET: -2; Rv3671c inh: -2

What do the screens show for `Cc1nc(-c2nc(-c3c(C(=O)NNC(=O)c4ccc(Cl)cc4)noc3C)cs2)cs1`?
BoNT A protease: inconclusive; CCHFV vOTU inh: 1; Anthrax LF inh2: 2; VHR inh abs: 6; PriA SSB inh: -5; BoNT F protease: inconclusive; MazF activator: 3; PrPC TRFRET: 8; Rv3671c inh: 0; 3CLpro inhibitor: 0

How did COc1ccccc1OCCNC(=O)c1cccc(S(=O)(=O)N2CCN(C)CC2)c1 do in these assays?
BoNT A protease: -4.4; CCHFV vOTU inh: -8; Anthrax LF inh2: -1; VHR inh abs: 26; PriA SSB inh: -13; BoNT F protease: -6; MazF activator: -5; PrPC TRFRET: -1; Rv3671c inh: -1; 3CLpro inhibitor: -2

What do the screens show for `O=C(c1cn2ccccc2n1)N1CCc2c([nH]c3ccccc23)C1c1ccccn1` (centres undefined)?
BoNT A protease: -0.5; CCHFV vOTU inh: 3; Anthrax LF inh2: 0; VHR inh abs: 10; PriA SSB inh: 20; BoNT F protease: -3; MazF activator: 1; PrPC TRFRET: 4; Rv3671c inh: 1; 3CLpro inhibitor: -2

How did CCn1nc(C)c(NC(=O)CCSc2nc(-c3ccco3)cc(C(F)(F)F)n2)c1C do in these assays?
BoNT A protease: -0.4; CCHFV vOTU inh: 6; Anthrax LF inh2: 4; VHR inh abs: 3; PriA SSB inh: 2; BoNT F protease: 2; MazF activator: -3; PrPC TRFRET: -2; Rv3671c inh: -1; 3CLpro inhibitor: -1

What do the screens show for `CCCCN(C(=O)c1cc2ccccc2o1)c1c(N)n(CCCC)c(=O)[nH]c1=O`?
BoNT A protease: 1.0; CCHFV vOTU inh: 14; Anthrax LF inh2: 8; PriA SSB inh: -4; BoNT F protease: -1; MazF activator: -11; PrPC TRFRET: 7; Rv3671c inh: -8

What do the screens show for `COc1ccc(OC)c(NC(=O)N2CCc3ccccc3C2)c1`?
BoNT A protease: 1.0; CCHFV vOTU inh: -6; Anthrax LF inh2: -4; VHR inh abs: 2; PriA SSB inh: 11; BoNT F protease: 2; MazF activator: 5; PrPC TRFRET: 3; Rv3671c inh: -5; 3CLpro inhibitor: -1

What do the screens show for `CC(=O)N(C)c1ccc(OCC(O)Cn2c3ccc(Cl)cc3c3cc(Cl)ccc32)cc1` (centres undefined)?
BoNT A protease: 0.8; CCHFV vOTU inh: 31*; Anthrax LF inh2: 0; VHR inh abs: -12; PriA SSB inh: -6; BoNT F protease: -4; MazF activator: -4; PrPC TRFRET: 4; Rv3671c inh: -63; 3CLpro inhibitor: -2

Results for COc1ccc(OC)c(NC(=O)c2nnn(Cc3ccccc3C)c2N)c1 ?
BoNT A protease: -1.4; CCHFV vOTU inh: 8; Anthrax LF inh2: -8; VHR inh abs: -13; PriA SSB inh: 2; BoNT F protease: -4; MazF activator: 0; PrPC TRFRET: 22; Rv3671c inh: -3; 3CLpro inhibitor: 3

What do the screens show for `CCN1CCN(S(=O)(=O)c2ccc(Cl)nc2)CC1`?
BoNT A protease: 0.0; CCHFV vOTU inh: 0; Anthrax LF inh2: -3; VHR inh abs: 13; PriA SSB inh: -4; BoNT F protease: 6; MazF activator: -14; PrPC TRFRET: 4; Rv3671c inh: 2; 3CLpro inhibitor: -9

Results for NC(=O)NC(Cc1ccccc1)c1ccccc1 (centres undefined) ?
BoNT A protease: -1.1; CCHFV vOTU inh: -6; Anthrax LF inh2: -5; VHR inh abs: -17; PriA SSB inh: -1; BoNT F protease: -11; MazF activator: -4; PrPC TRFRET: -4; 3CLpro inhibitor: -5

Results for CCCCN(C(=O)CSCC(=O)Nc1ccc(OC)cc1)c1c(N)n(Cc2ccccc2)c(=O)[nH]c1=O ?
BoNT A protease: -5.2; CCHFV vOTU inh: 10; Anthrax LF inh2: -6; PriA SSB inh: 4; BoNT F protease: -4; MazF activator: -3; PrPC TRFRET: 3; Rv3671c inh: 12

What do the screens show for `Cc1ccccc1NS(=O)(=O)c1ccc(NS(=O)(=O)c2cccs2)cc1`?
BoNT A protease: -6.8; CCHFV vOTU inh: -1; Anthrax LF inh2: -5; VHR inh abs: 12; PriA SSB inh: 4; BoNT F protease: -27; MazF activator: 6; PrPC TRFRET: 2; Rv3671c inh: -18; 3CLpro inhibitor: -9

Results for Cc1nc(NC(=O)c2cc3ccccc3o2)ccc1Br ?
BoNT A protease: -3.4; CCHFV vOTU inh: -2; Anthrax LF inh2: -3; VHR inh abs: 10; PriA SSB inh: -8; BoNT F protease: -10; MazF activator: -9; PrPC TRFRET: 0; Rv3671c inh: 0; 3CLpro inhibitor: 9

Results for COC(=O)CCc1cccc(CCC(=O)OC)c1 ?
BoNT A protease: -0.7; CCHFV vOTU inh: 26; Anthrax LF inh2: -4; VHR inh abs: 9; PriA SSB inh: 0; BoNT F protease: 1; MazF activator: 0; PrPC TRFRET: 1; Rv3671c inh: -2; 3CLpro inhibitor: 3

Results for Cc1[nH]n(-c2ccccc2)c(=O)c1N=Nc1cccc(Cl)c1 ?
BoNT A protease: -2.8; CCHFV vOTU inh: -9; Anthrax LF inh2: 4; VHR inh abs: 2; PriA SSB inh: 3; BoNT F protease: -15; MazF activator: 8; PrPC TRFRET: 2; Rv3671c inh: 0; 3CLpro inhibitor: -4

Results for Cc1cc(NC(=O)C(C)SCC(=O)Nc2ccccc2N2CCCC2)no1 (centres undefined) ?
BoNT A protease: -105; CCHFV vOTU inh: -8; Anthrax LF inh2: -24; PriA SSB inh: -16; BoNT F protease: inconclusive; MazF activator: 3; PrPC TRFRET: -2; Rv3671c inh: -9

How did Cc1cc(C)cc(N(CC(=O)NC2CCCCC2)C(=O)c2ccc(C)s2)c1 do in these assays?
BoNT A protease: -0.6; CCHFV vOTU inh: -12; Anthrax LF inh2: 0; VHR inh abs: 19; PriA SSB inh: -7; BoNT F protease: 4; MazF activator: -1; PrPC TRFRET: -7; Rv3671c inh: 0; 3CLpro inhibitor: -8

Results for CCCc1c(C)c2ccc(OCC(C)=O)cc2oc1=O ?
BoNT A protease: 0.0; CCHFV vOTU inh: -37; Anthrax LF inh2: 0; VHR inh abs: -8; PriA SSB inh: -11; BoNT F protease: -2; MazF activator: 9; PrPC TRFRET: 3; Rv3671c inh: 4; 3CLpro inhibitor: -1

Some of these compounds in order of number of heavy atoms, ascending.
Results for NC(=O)NC(Cc1ccccc1)c1ccccc1 (centres undefined) ?
BoNT A protease: -1.1; CCHFV vOTU inh: -6; Anthrax LF inh2: -5; VHR inh abs: -17; PriA SSB inh: -1; BoNT F protease: -11; MazF activator: -4; PrPC TRFRET: -4; 3CLpro inhibitor: -5

Results for Cc1nc(NC(=O)c2cc3ccccc3o2)ccc1Br ?
BoNT A protease: -3.4; CCHFV vOTU inh: -2; Anthrax LF inh2: -3; VHR inh abs: 10; PriA SSB inh: -8; BoNT F protease: -10; MazF activator: -9; PrPC TRFRET: 0; Rv3671c inh: 0; 3CLpro inhibitor: 9

Results for COc1ccc(OC)c(NC(=O)c2nnn(Cc3ccccc3C)c2N)c1 ?
BoNT A protease: -1.4; CCHFV vOTU inh: 8; Anthrax LF inh2: -8; VHR inh abs: -13; PriA SSB inh: 2; BoNT F protease: -4; MazF activator: 0; PrPC TRFRET: 22; Rv3671c inh: -3; 3CLpro inhibitor: 3

What do the screens show for `CC(=O)N(C)c1ccc(OCC(O)Cn2c3ccc(Cl)cc3c3cc(Cl)ccc32)cc1` (centres undefined)?
BoNT A protease: 0.8; CCHFV vOTU inh: 31*; Anthrax LF inh2: 0; VHR inh abs: -12; PriA SSB inh: -6; BoNT F protease: -4; MazF activator: -4; PrPC TRFRET: 4; Rv3671c inh: -63; 3CLpro inhibitor: -2

Results for CCCCN(C(=O)CSCC(=O)Nc1ccc(OC)cc1)c1c(N)n(Cc2ccccc2)c(=O)[nH]c1=O ?
BoNT A protease: -5.2; CCHFV vOTU inh: 10; Anthrax LF inh2: -6; PriA SSB inh: 4; BoNT F protease: -4; MazF activator: -3; PrPC TRFRET: 3; Rv3671c inh: 12

Additional records.
What do the screens show for `CCOC(=O)NCc1ccc(CNC(=O)OCC)cc1`?
BoNT A protease: -0.2; CCHFV vOTU inh: 5; Anthrax LF inh2: -3; VHR inh abs: 8; PriA SSB inh: 5; BoNT F protease: -5; MazF activator: -8; PrPC TRFRET: 8; Rv3671c inh: -3; 3CLpro inhibitor: -1

Results for CSc1nnc(-c2cccc(NC(=S)NN)c2)o1 ?
BoNT A protease: 0.8; CCHFV vOTU inh: -6; Anthrax LF inh2: 0; VHR inh abs: 18; PriA SSB inh: -7; BoNT F protease: 0; MazF activator: 4; PrPC TRFRET: 6; Rv3671c inh: -9; 3CLpro inhibitor: 2

How did CN1CC(c2ccccc2)C(c2ccc(Cl)cc2)=N1 (centres undefined) do in these assays?
BoNT A protease: -0.6; CCHFV vOTU inh: -6; Anthrax LF inh2: -2; VHR inh abs: -7; PriA SSB inh: -8; BoNT F protease: -13; MazF activator: -7; PrPC TRFRET: 9; Rv3671c inh: -14; 3CLpro inhibitor: 6

What do the screens show for `COc1ccccc1C(=O)Nc1onc(C)c1C#N`?
BoNT A protease: 0.0; CCHFV vOTU inh: 2; Anthrax LF inh2: 2; VHR inh abs: 26; PriA SSB inh: -5; BoNT F protease: 1; MazF activator: 1; PrPC TRFRET: 6; Rv3671c inh: 1; 3CLpro inhibitor: 1

What do the screens show for `CCN1C(=O)N(C(C)=O)C2C1N(C(C)=O)C(=O)N2C(C)=O` (centres undefined)?
BoNT A protease: -0.2; CCHFV vOTU inh: 4; Anthrax LF inh2: 1; VHR inh abs: 40; PriA SSB inh: -13; BoNT F protease: -3; MazF activator: -2; PrPC TRFRET: -4; Rv3671c inh: -4; 3CLpro inhibitor: 2

High-throughput results (PubChem)

A portion of the library; the hit share may differ from the screen's.
